# ARNT TACC3 PPI: disruptors of ARNT/TACC3 protein interaction, primary screen, biochemical, AlphaScreen, single concentration | inhibition, % at 9.99 µM | AlphaScreen His-ARNT PAS-B/GST-TACC3 binding, luminescence; TACC3 fragment carries E629A point mutation | 0.66% of 390,000 active | Transforming acidic coiled-coil-containing protein 3 (Homo sapiens), Q9Y6A5;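 active = mean inhibition of replicates at least 50% and at least half of replicates each reaching 50%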;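 also: 0% = complete ARNT plus TACC3 wells and 100% = ARNT alone without TACC3; many hits fall short of the cut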
# PGC1a acetyl inh: inhibitors of PGC1a acetylation signal, primary screen, cell-based, U2OS, AlphaScreen, inhibitor mode; AlphaScreen anti-acetyl-lysine; with virally co-expressed GCN5 acetyltransferase; inhibition, % at 15.6 µM; 0.17% of 350,000 active; AID 651687, 2012;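 active = every replicate shows inhibition of at least 40%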;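 also: 0% = neutral control wells and 100% = positive control wells; some results beyond the cut were filed as inactive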
# LGR2 antag: inhibitors of bursicon-induced LGR2 CRE-luciferase signal, primary screen, cell-based, HEK293, CRE-luciferase reporter, bursicon stimulation; Drosophila bursicon receptor LGR2 (rickets); bursicon-stimulated, 4 h; inhibition, % at 9.99 µM; 0.35% of 380,000 active; AID 720647, 2013;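 active = drop in luminescence signal, shown as inhibition above about 50% in the replicate tests, limit read from the data, passing the limit was not always enough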;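 also: agonist challenge used bursicon conditioned medium at about half maximal strength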
# Cneo AK release: Cryptococcus neoformans cell lysis inducers, primary screen, AK release luminescence, single concentration; lysis activity, % at 15 µM; C. neoformans lysis, adenylate kinase release luminescence, 4 h; normalised: neutral wells 0, clomiphene wells 100; 0.2% of 360,000 active;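 active = mean lysis activity across replicates of at least 80%, whatever share of replicates individually reach that level; inactive = mean lysis activity below 80%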
#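 Signal: Adenylate kinase release luminescence | Assay system: Log-phase Cryptococcus neoformans yeast cells | Input: Cells at 5 × 10^6 per mL | Buffer or medium: Fresh YPD growth medium | Compound: Single dose | Schedule: Static 4 h at 37 °C with compound, 1 h detection | Controls: Clomiphene | Read-out: Luminescence rise reflecting yeast cell lysis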
# PglD inh: C. jejuni PglD acetyltransferase inhibitors, primary screen, biochemical, DTNB colorimetric, single point; inhibition, % at 12.5 µM; UDP-N-acetylbacillosamine N-acetyltransferase PglD (Campylobacter jejuni); 0.098% of 360,000 active; purified PglD enzyme, DTNB colorimetric CoA detection; in the data active = inhibition above about 16%, passing the limit was not always enough; also: strong numbers were not always called active
# C2C12 statin: suppressors of statin myotoxicity in C2C12 myotubes, primary screen, cell-based, single point, plate reader; 0.78% of 330,000 active; C2C12 myotubes + simvastatin, ATP luminescence, 48 h; scaled: DMSO 0, geranylgeraniol control 100; rescue of ATP level, % at 7.49 µM;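 active = mean ATP rescue above about 67%, or every replicate alone reaching that limit, limit read from the data, passing the limit was not always enough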;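 also: myotubes were challenged with 10 µM simvastatin during compound exposure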
# INS-1E GSIS act: GLuc luminescence reporter in INS-1E cells, primary screen for activators of glucose-dependent secretion of insulin | INS-1E GLuc reporter insulin secretion, 2-3 h | activation, % at 16.6 µM | 0.61% of 370,000 active | AID 743287, 2014;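 active = lowest replicate activation of at least 40%, so every replicate reaches that level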;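 also: 0% = median of neutral control wells and 100% = median of IBMX positive control wells; some compounds called inactive have numbers as strong as hits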
# PAX8 inh HTS: inhibitors of PAX8-driven TPO luciferase reporter, primary screen, RMG-I cells, single concentration; SteadyGlo, 24 h; inhibition, % at 12.6 µM; 1.2% of 360,000 active;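 active = mean replicate inhibition at least 60% with every replicate also reaching 60%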;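 also: luciferase light reporting Pax8 driven TPO promoter activity; plate controls were median of neutral control wells for no effect and mitoxantrone controls for full effect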
# An asterisk follows results filed as active; . = not tested or not shown; & = joins results of further samples. No enrichment for hits; about 2.9% have a hit in one of these screens.
# Under each structure – Cneo AK release, PGC1a acetyl inh, PAX8 inh HTS, INS-1E GSIS act, LGR2 antag, ARNT TACC3 PPI, PglD inh, C2C12 statin
- Cc1cccc(N2CCN(C(=O)CCS(=O)(=O)c3ccc4c(c3)oc(=O)n4C)CC2)c1C
→ 7, -4, 1, -18, 11, -22, -4, 3
- CC1CCCC(C)N1C(=O)c1ccccc1Nc1ccc(SC(F)F)cc1 (stereo not given)
→ 2, -18, 17, -5, ., -1, -4, 4
- C[C@@H]1CN([C@H](C)CO)S(=O)(=O)c2ccc(-c3cncnc3)cc2O[C@@H]1CN(C)Cc1ccccc1
→ -3, 3, -5, 8, 7, -10, 0, -11
- Cc1cc(=O)oc2c3c(cc(OCC(=O)NCCC(=O)O)c12)OC(C)(C)CC3
→ 4, 2, 10, 16, -2, -3, 7, 9
- Cc1cc(C(=O)Nc2cccc3c2O[C@H](CN(C)C(=O)Nc2ccccc2)[C@@H](C)CN([C@H](C)CO)C3=O)n(C)n1
→ -6, -3, -1, 27, -34, -3, 2, -16
- CCOC(=O)N1CCC(N2CCN(c3ccccc3)CC2)CC1
→ -2, 5, 3, 3, -4, -6, -4, 15
- Cc1ccc(NC(=S)N/C(=N/S(=O)(=O)c2ccccc2)c2ccccc2)cc1
→ 2&3, -8&-4, -241, -7, -88, 3&3, -3&1, -17&-16
- CNCCOc1ccccc1-c1ccccc1
→ 0, -1, -16, ., ., -6, 1, -5
- CCOC(=O)N1CCC(N2C(=O)c3ccccc3C2Nc2cc(C)cc(C)c2)CC1 (stereo not given)
→ 1, 21, 2, -26, 11, 8, 0, 16
- CC(C)(C)NC(=O)C(c1ccc(-c2ccccc2)cc1)N(C[C@H]1CC[C@@H]([C@@H]2CC[C@H](CO)O2)O1)C(=O)c1ccccc1F (stereo not given in full)
→ 0, -8, ., ., ., 0, -3, -6
- COc1cccc(C(=O)Nc2cccc(-c3ccccc3)c2)c1
→ -2, -8, -5, 3, -18, -9, 6, -42
- O=S(=O)(c1cccc(F)c1)N1[C@@H]2CNC[C@H]1C2c1ccc(-c2ccc(F)cc2)cc1 (stereo not given in full)
→ ., 1, -3, 11&-4, -16&6, ., ., .
- N#CCSc1nc2c(cc1C#N)CCCCCC2
→ 2, 5, ., ., ., -8, 7, 18
- N#C/C(=C/c1ccc(Sc2nc3ccccc3[nH]2)o1)c1cccc(F)c1
→ -1, 6, ., -13, 13, 1, 3, -30
- Cc1ccc(C)c(NC2=NCC(=O)N2c2ccc3c(c2)OCCO3)c1
→ 3, 3, ., ., ., -5, -5, 6
- COCOCCn1cc(CN2CCS(=O)(=O)N(Cc3ccc(-c4ccncc4)cc3)C(CC(C)C)C2=O)nn1 (stereo not given)
→ ., -2, 2, 4, -9, ., ., -5
- Cc1ccc(CCN2CCN=C2N(C)C)cc1
→ 1, 15, -27, 4, -1, 4, 4, 5
- Oc1ccccc1-c1nc2c3ccccc3c3ccccc3c2[nH]1
→ -1, ., -10, -2, -14, 2, 3, -37
- CCn1cc(C(=O)NCc2cccc(C(F)(F)F)c2)c(=O)c2ccc(C)nc21
→ -1, 1, -1, -11, -17, -9, -2, 0
- CC1CCN(S(=O)(=O)c2ccc(NC(=O)C3CC(=O)N(c4ccccc4)C3)cc2)CC1 (stereo not given)
→ -2, 0, 13, -20, 6, -4, 3, 1
- O=C(CNC(=O)c1ccccc1Br)N/N=C\c1cc([N+](=O)[O-])cc(Br)c1O
→ 0, 0, -8, -16, 7, 41, 4, 6
- CCN(CC)c1ccc(/C=C2\CCC(/C=C(/C#N)C(=O)Nc3ccccc3F)=C2N2CCOCC2)cc1
→ ., 5, 3, 4, -3, -6, ., .
- Cc1ccc(NC(=O)COC(=O)c2ccc(Br)o2)cc1S(=O)(=O)N1CCCCC1
→ -3, -10, 0, -2, 2, -2, 0, 1
- CN(C)c1ccc(CC(=O)N2CCCC(c3cc(C(=O)Nc4ccccc4)no3)C2)cc1 (stereo not given)
→ 4, 7, -83, -2, 11, ., -3, 3
- O=C(NCc1ccc2c(c1)OCO2)c1cc2c(s1)CS(=O)(=O)C2
→ 0, 4, ., 30, 2, 0, -2, 14
- OC12CCCCC1C(c1ccc3c(c1)OCO3)N(Cc1ccccc1F)CC2 (stereo not given)
→ -1, -8, ., 14, 0, 2, 2, 10
- COc1ccc(/C=C/C(=O)OC2CCCCC2CN(C)C)cc1 (stereo not given)
→ 6, 13, -8, 12, 19, 1, 3, .
- CC(C)C(NC(=O)c1ccc(C(C)(C)C)cc1)C(=O)Nc1cccc(S(N)(=O)=O)c1 (stereo not given)
→ 11, ., 4, ., 25, 0, -2, 10
- C[C@H]1CN([C@@H](C)CO)C(=O)c2cc(NS(=O)(=O)c3cn(C)cn3)ccc2O[C@H]1CN(C)S(=O)(=O)c1ccccc1
→ 1, 10, ., 31, 9, -14, -1, .
- Cc1ccc(C(C(=O)NCCc2ccccc2)N(C(=O)c2csnn2)C2CC2)cc1 (stereo not given)
→ 1, -6, -25, 14, 13, 2, 1, 5

# Fetched one by one from above, three records:
# Under each structure – Cneo AK release, PGC1a acetyl inh, PAX8 inh HTS, INS-1E GSIS act, LGR2 antag, ARNT TACC3 PPI, PglD inh, C2C12 statin
- Cc1ccc(CCN2CCN=C2N(C)C)cc1
→ 1, 15, -27, 4, -1, 4, 4, 5
- CC(C)(C)NC(=O)C(c1ccc(-c2ccccc2)cc1)N(C[C@H]1CC[C@@H]([C@@H]2CC[C@H](CO)O2)O1)C(=O)c1ccccc1F (stereo not given in full)
→ 0, -8, ., ., ., 0, -3, -6
- CCOC(=O)N1CCC(N2CCN(c3ccccc3)CC2)CC1
→ -2, 5, 3, 3, -4, -6, -4, 15

# Additional records:
# Under each structure – Cneo AK release, PGC1a acetyl inh, PAX8 inh HTS, INS-1E GSIS act, LGR2 antag, ARNT TACC3 PPI, PglD inh, C2C12 statin
- O=C(CCCn1cnc([N+](=O)[O-])n1)Nc1ccc(Cl)c(Cl)c1
→ -2, -22, ., ., ., -7, 6, 20
- CC1CCCC(NC(=O)c2nn(C)c3c2CS(=O)(=O)c2ccccc2-3)C1C (stereo not given)
→ -1, ., 21, 6, 4, -1, -7, -16
- CNC(=O)C[C@H]1CC[C@H]2[C@H](COc3ccc(NC(=O)Cc4cccs4)cc3C(=O)N2C)O1
→ -3, -5, -8, 9, -7, 1, -2, -20
- O=C(NNc1c2ccccc2nc2ccccc12)c1ccc(O)cc1
→ ., ., -3, 36, 0, 16, ., .
- Cc1cc2cc3c(cc2nc1SCC(=O)O)CCC3
→ ., 3, -9, -10, 8, 1, ., .
- C/C=C/C(=O)N1CC2(CC(c3cccc(NC(=O)CC)c3)=NO2)C[C@H]1C(N)=O (stereo not given in full)
→ 0, ., -8, 63, 3, -3, 1, -5
- CNC(=O)c1cc(Oc2ccc(NC(=O)Nc3ccc(Cl)c(C(F)(F)F)c3)cc2)ccn1
→ -10, 7, 96*, ., ., 1, 1, 15
- Cc1ccc(S(=O)(=O)N2C[C@H](O)COC[C@H]3O[C@@H](CC(=O)NCc4ccc5c(c4)OCO5)CC[C@@H]32)cc1
→ 1, 1, 7, 6, -22, -2, 1, 12
- CCCCC(=O)N(C)c1c(C)nc2ccc(C(=O)NCCN(C)C)cn12
→ 0, ., 1, 10, 2, ., -5, -5
- NC(=O)CCc1c[nH]c2ccccc12
→ 1, -4, ., ., ., -2, -6, 109*
- CCC(=O)Nc1ccc2c(c1)C(=O)N(C)[C@@H]1CC[C@@H](CC(=O)N3CCc4ccccc4C3)O[C@@H]1CO2
→ -3, 3, 2, -13, -5, -10, -3, 8
- Cc1noc(C)c1NC(=O)N(C)C[C@H]1OCCCC[C@H](C)Oc2ccc(NS(=O)(=O)c3c(C)noc3C)cc2C(=O)N([C@@H](C)CO)C[C@@H]1C
→ 0, -6, -8, -1, -11, -8, -2, -54
- Cc1ccc(C(=O)Nc2nnc(S(=O)(=O)N3CCC(C)CC3)s2)cc1
→ 3, -2, -19, -4, -4, -2, -3, 3
- CC(C)=CCC[C@](C)(O[C@@H]1O[C@H](CO[C@@H]2O[C@H](CO)[C@@H](O)[C@H](O)[C@H]2O)[C@@H](O)[C@H](O)[C@H]1O)C1CC[C@]2(C)C1C(=O)CC1[C@@]3(C)CC[C@H](O[C@H]4O[C@@H](CO)[C@H](O)[C@@H](O)[C@@H]4O)C(C)(C)C3CC[C@]12C (stereo not given in full)
→ 5, ., -11, 4, -11, -6, 7, 4
- COc1ccccc1N(O)C1CC(=O)N(c2ccc(F)cc2)C1=O (stereo not given)
→ -1, -4, ., ., ., 2, 1, 6
- CN1CCN(S(=O)(=O)c2cc([N+](=O)[O-])ccc2N/N=C/c2ccc(Cl)cc2)CC1
→ -1, -3, 11, 2, -14, -6, -8, -1
- C=CCn1c(SC(C)C(=O)c2c(N)n(C)c(=O)n(C)c2=O)nnc1-c1ccoc1C (stereo not given)
→ 3, 4, 9, ., ., 2, -5, -1
- COc1ccc(S(=O)(=O)N(C)C[C@@H]2OCCCC[C@@H](C)Oc3ccc(NC(=O)c4ccncc4)cc3C(=O)N([C@@H](C)CO)C[C@H]2C)cc1
→ 0, 0, -10, -20, -12, 3, 3, .

# Entries from the list above that have a COOH group (two):
# Under each structure – Cneo AK release, PGC1a acetyl inh, PAX8 inh HTS, INS-1E GSIS act, LGR2 antag, ARNT TACC3 PPI, PglD inh, C2C12 statin
- Cc1cc(=O)oc2c3c(cc(OCC(=O)NCCC(=O)O)c12)OC(C)(C)CC3
→ 4, 2, 10, 16, -2, -3, 7, 9
- Cc1cc2cc3c(cc2nc1SCC(=O)O)CCC3
→ ., 3, -9, -10, 8, 1, ., .

# Five entries from above, comma-delimited.
SMILES,Cneo AK release,PGC1a acetyl inh,PAX8 inh HTS,INS-1E GSIS act,LGR2 antag,ARNT TACC3 PPI,PglD inh,C2C12 statin
CC1CCCC(NC(=O)c2nn(C)c3c2CS(=O)(=O)c2ccccc2-3)C1C (stereo not given),-1,.,21,6,4,-1,-7,-16
CNC(=O)C[C@H]1CC[C@H]2[C@H](COc3ccc(NC(=O)Cc4cccs4)cc3C(=O)N2C)O1,-3,-5,-8,9,-7,1,-2,-20
O=C(NNc1c2ccccc2nc2ccccc12)c1ccc(O)cc1,.,.,-3,36,0,16,.,.
Cc1cc2cc3c(cc2nc1SCC(=O)O)CCC3,.,3,-9,-10,8,1,.,.
C/C=C/C(=O)N1CC2(CC(c3cccc(NC(=O)CC)c3)=NO2)C[C@H]1C(N)=O (stereo not given in full),0,.,-8,63,3,-3,1,-5

# Screening data (PubChem)
